Bioassay records: PubChem, National Center for Advancing Translational Sciences (NCATS)
aGlu spleen mod: qHTS Assay for Inhibitors and Activators of Human alpha-Glucosidase From Spleen Homogenate. human spleen homogenate, 4-MU-alpha-glucoside fluorescence. Potency, µM (doses to about 79.9 µM), for the others: at the top dose activity change, negative = inhibition, actives largely listed as inhibitors. hit rate 0.006% among 240,000. AID 2112, 2009;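 note: 0% = enzyme with vehicle and -100% = no enzyme basal signal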
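Human spleen homogenate (1 ug) with 4-methylumbelliferyl-alpha-D-glucopyranoside (1 mM final) in 50 mM citrate/phosphate pH 5.0, 0.01% Tween-20; 40 min at 37 C. Stopped at pH 10; 4-MU fluorescence Ex 365/Em 440 nm; AC50 by Hill fit.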
GLA spleen mod: qHTS Assay for Inhibitors and Activators of Human alpha-Galactosidase From Spleen Homogenate | Alpha-galactosidase A (Homo sapiens), P06280 | human spleen homogenate, 4MU-alpha-Gal fluorescence, 40 min | Potency, µM (titrated, usually from 80 µM), without a hit: top-dose activity change, negative = inhibition, usual class: inhibitors | hit rate 0.008% among 240,000 | AID 2107, 2009;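 note: 0% = enzyme with vehicle and -100% = no enzyme basal signal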
Target sequence (P06280 32-429 limits assumed): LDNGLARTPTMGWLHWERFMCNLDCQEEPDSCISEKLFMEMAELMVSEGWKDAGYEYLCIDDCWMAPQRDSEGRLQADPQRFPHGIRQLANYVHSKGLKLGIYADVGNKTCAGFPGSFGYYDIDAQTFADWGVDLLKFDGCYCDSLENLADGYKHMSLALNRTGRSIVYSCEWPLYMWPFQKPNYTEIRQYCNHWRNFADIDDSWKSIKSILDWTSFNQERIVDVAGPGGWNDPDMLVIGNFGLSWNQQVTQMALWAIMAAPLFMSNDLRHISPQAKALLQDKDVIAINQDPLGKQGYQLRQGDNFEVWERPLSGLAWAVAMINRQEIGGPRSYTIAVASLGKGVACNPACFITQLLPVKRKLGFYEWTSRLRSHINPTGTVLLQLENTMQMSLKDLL
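Spleen homogenate 1 ug + cpd (titration) + 4-MU-alpha-D-galactopyranoside 1 mM; 37C 40 min; 50 mM citrate/phosphate pH 5.0, 0.01% Tween-20; stop pH 10; fluorescence 365/440; AC50 via Hill.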
GAA glycogen: qHTS Assay for Inhibitors and Activators of Human alpha-Glucosidase Cleavage of Glycogen | AID 2100, 2009 | recombinant GAA, glycogen substrate, Amplex Red glucose oxidase fluorescence | Lysosomal alpha-glucosidase (Homo sapiens), P10253 | hit rate 0.38% among 300,000 | Potency, µM (doses to about 76.4 µM), for the others: at the highest dose activity change, negative = inhibition, usual class: inhibitors;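 note: 0% = full enzyme reaction and -100% = no-enzyme basal signal; the screen sought inhibitors and activators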
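Recombinant enzyme (4 nM final) with compounds titrated up to 77 uM and bovine liver glycogen (30 ug) in citrate pH 5.0, 0.01% Tween-20, 37 C 40 min. Released glucose detected by Amplex Red/glucose oxidase (Ex 573/Em 610); AC50 from Hill fits.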
GAA inhib: qHTS Assay for Inhibitors of Human alpha-Glucosidase as a Potential Chaperone Treatment of Pompe Disease; Lysosomal alpha-glucosidase (Homo sapiens), P10253; purified human GAA, 4-MU-alpha-glucoside fluorescence; Potency, µM (series often up to 76.9 µM), for the others: at the highest dose activity change, negative = inhibition, hits mostly inhibitors; hit rate 0.005% among 200,000; AID 1466, 2008;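 note: plate controls were uninhibited enzyme wells for no effect and no-enzyme background for full effect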
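Activity normalized between no-enzyme (basal) and enzyme-only wells. Conditions: 4 nM human enzyme, 400 uM fluorogenic substrate, citrate/phosphate pH 5.0 with Tween-20, 20 min room temperature, compounds up to 77 uM.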
HTT ATP protect: qHTS Multiplex Assay to Identify Dual Action Probes in a Cell Model of Huntington: Cytoprotection (ATP); AID 1471, 2008; hit rate 0.14% among 230,000; PC12 HTT-Q103 induced, cytoprotection, ATP luminescence, 40 h; Potency, µM (doses to about 56.4 µM), inactives show cytoprotection (ATP increase), hits mostly activators;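 note: % of control where 0% means no effect; nearly all actives have a fitted effect of over 45% in size; toxic huntingtin expression switched on by the ecdysone agonist tebufenozide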
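Huntington model: PC12 line, ecdysone-inducible HTTQ103 exon1–GFP, tebufenozide 100 nM. Test articles in a dose series. Endpoint luminescence from cellular ATP.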
Tau fibril FP: qHTS for Inhibitors of Tau Fibril Formation, Fluorescence Polarization; Microtubule-associated protein tau (Homo sapiens), P10636; hit rate 0.39% among 280,000; Potency, µM (highest dose often 57.7 µM), without a hit: top-dose activity, negative = inhibition, hits mostly inhibitors; K18 P301L tau heparin fibrillization, Alexa594 FP, 6 h; AID 1468, 2008; note: % is set by controls: 0 for no effect and ±100 for the full control effect; nearly all actives have a fitted effect of over 55% in size
Target sequence (P10636 561-689 P618L limits assumed): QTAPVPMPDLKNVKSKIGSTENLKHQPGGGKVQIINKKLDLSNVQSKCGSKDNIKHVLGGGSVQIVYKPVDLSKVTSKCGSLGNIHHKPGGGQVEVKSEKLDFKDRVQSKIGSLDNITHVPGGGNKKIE
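Recombinant K18 P301L […], labeled with Alexa 594 at 0.24 uM over 15 uM unlabeled; heparin inducer 20 uM final; 37 C, 6 hr; FP endpoint.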
Tau ThT inhib: qHTS for Inhibitors of Tau Fibril Formation, Thioflavin T Binding; Microtubule-associated protein tau (Homo sapiens), P10636; recombinant tau K18 P301L, heparin-induced fibrillization, ThT fluorescence; Potency, µM (series often up to 57.4 µM), inactives show at the highest dose activity, negative = inhibition, hits mostly inhibitors; hit rate 2.1% among 270,000; note: % is set by controls: 0 for no effect and ±100 for the full control effect; nearly all actives have a fitted effect of over 55% in size
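K18 P301L tau (15 uM + 0.24 uM Alexa 594-tagged), heparin 20 uM, NaOAc pH 7, 6 h 37 C; ThT 30 uM, 1 h RT, ex 450/em 510 nm.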
Tau fluor cs: Counterscreen qHTS for Inhibitors of Tau Fibril Formation, Fluorescence Polarization. tau K18 P301L Alexa594 fluorescence, heparin fibrillization. hit rate 0.93% among 280,000. Potency, µM (titrated, usually from 57.7 µM), inactives show at the top dose activity change, negative = decrease; note: % is set by controls: 0 for no effect and ±100 for the full control effect; nearly all actives have a fitted effect of over 55% in size
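Human tau K18 P301L (15 uM unlabeled, 0.24 uM Alexa 594-labeled) in 100 mM sodium acetate pH 7 with 20 uM heparin, 6 hr at 37 C. ThT 30 uM added, 1 hr ambient; Alexa 594 FP and total fluorescence read at 555/632 nm.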
An asterisk follows results filed as active; & = joins results of further samples; [ ] = remark or other dose. Calls come from the whole dose curve; as a rule, active = well fitted curve in the direction sought with a large enough effect; inconclusive = small, poorly fitted or top-dose-only effect, or another doubt; inactive = no such curve, though single readings can be large; an effect the other way counts as inactive or inconclusive. Potency is the fitted concentration of half-maximal effect. Rows were taken by chance; about 3.3% have a hit in one of these screens.

Screening CC(=O)NC1(c2ccccc2)CCN(CC(=O)N2CCC(C)CC2)CC1 returned aGlu spleen mod -13%, GLA spleen mod -14%, GAA glycogen 12%, GAA inhib 5%, HTT ATP protect 16%[10 µM], Tau fibril FP 6%, Tau ThT inhib 2% and Tau fluor cs 9%.
`Cc1ccc(C(=O)NN(CCC#N)C2=NS(=O)(=O)c3ccccc32)cc1` gave aGlu spleen mod 0%, GLA spleen mod -19%, GAA glycogen -5%, GAA inhib 10%, HTT ATP protect 18%[10 µM], Tau fibril FP 2%, Tau ThT inhib -3% and Tau fluor cs -1%.
For CC(C)[C@H](N)c1nnc(SC/C=C/c2ccccc2)o1 the results were aGlu spleen mod 0%, GLA spleen mod 7%, GAA glycogen 1%, GAA inhib -6%, HTT ATP protect -5%, Tau fibril FP 6%, Tau ThT inhib -12% and Tau fluor cs -6%.
C=CC1C(N2CCOCC2)C(C)(C)S1(=O)=O (stereo not drawn) was read as aGlu spleen mod -1%, GLA spleen mod -2%, GAA glycogen 6%, GAA inhib 10%, HTT ATP protect 11%, Tau fibril FP -2%, Tau ThT inhib -11% and Tau fluor cs -13%.
`COc1cc2c(cc1OC)C(C(=O)N1CCN(c3ccccn3)CC1)C(c1cccs1)N(C)C2=O` (stereo not drawn) gave aGlu spleen mod -13%, GLA spleen mod -2%, GAA glycogen 1%, GAA inhib -15%, HTT ATP protect -6%, Tau fibril FP 4%, Tau ThT inhib -6% and Tau fluor cs -6%.
`O=C(Cc1csc(N2CCOCC2)n1)N/N=C/c1ccc(F)cc1` gave aGlu spleen mod 2%, GLA spleen mod 2%, GAA glycogen 4%, GAA inhib -5%, HTT ATP protect -9%, Tau fibril FP 10%, Tau ThT inhib -11% and Tau fluor cs -9%.
For C#CCn1c(=O)c2c(ncn2C)n(C)c1=O the results were aGlu spleen mod 10%&-1%, GLA spleen mod inconclusive, HTT ATP protect -10%, Tau fibril FP 0%&-3%, Tau ThT inhib -3%&-1% and Tau fluor cs -4%&2%.
`Cc1cc(Br)ccc1OCCNCc1ccccc1` gave aGlu spleen mod -4%, GLA spleen mod -22%, GAA glycogen -1%, GAA inhib -6%, HTT ATP protect -30%, Tau fibril FP 1%, Tau ThT inhib -12% and Tau fluor cs -11%.
`Fc1ccccc1-c1nc(N2CCN(c3cccc(Cl)c3)CC2)c2ccccc2n1` gave GAA glycogen -8%[76.3 µM], Tau fibril FP inconclusive, Tau ThT inhib -7% and Tau fluor cs -17%.
CC/C(O)=C1\C(=O)CCCC1=NCCc1c(C)[nH]c2ccc(C)cc12 was read as aGlu spleen mod 2%, GLA spleen mod -3%, GAA glycogen -4%, HTT ATP protect -19%[10 µM], Tau fibril FP -4%[0.0958 µM] and Tau fluor cs -2%[0.0958 µM].
COc1ccc(-c2cnc3ncnn3c2N)cc1 was read as aGlu spleen mod -10%, GLA spleen mod -18%, GAA glycogen 6%, GAA inhib 14%, HTT ATP protect -34%, Tau fibril FP 12%, Tau ThT inhib 1% and Tau fluor cs 3%.
For CCCCNC(=O)COC(=O)c1ccccc1F the results were aGlu spleen mod -2%, GLA spleen mod -2%, GAA glycogen 1%, HTT ATP protect 5%[10 µM], Tau fibril FP -12%, Tau ThT inhib 1% and Tau fluor cs -3%.
`CC1CC(=O)N(C)c2ccc([N+](=O)[O-])cc2N1` (stereo not drawn) gave aGlu spleen mod -6%, GLA spleen mod 2%, GAA glycogen 14%, GAA inhib inconclusive, HTT ATP protect 13%[10 µM], Tau fibril FP -1%, Tau ThT inhib 2% and Tau fluor cs 1%.
Screening Nc1nc(Nc2ccccc2F)nc(NCc2ccccc2)c1[N+](=O)[O-] returned aGlu spleen mod -8%, GLA spleen mod 3%, GAA glycogen -6%, HTT ATP protect 11%[10 µM], Tau fibril FP inconclusive, Tau ThT inhib -5% and Tau fluor cs inconclusive.
Screening COC(=O)c1cn(NC(=O)c2ccc(OC)c(OC)c2)c(=O)c2ccccc12 returned aGlu spleen mod -11%, GLA spleen mod -15%, GAA glycogen -17%, GAA inhib 1%, HTT ATP protect -2%[10 µM], Tau fibril FP inconclusive, Tau ThT inhib -1% and Tau fluor cs -6%.
`N#Cc1nc(COc2ccc(F)cc2)oc1N1CCCC1` gave aGlu spleen mod 0%, GLA spleen mod 4%, GAA glycogen 3%, GAA inhib -12%, HTT ATP protect -11%, Tau fibril FP 6%, Tau ThT inhib -7% and Tau fluor cs -9%.
For Cc1cc(C)nc(Nc2nc(C)c3cc4c(cc3n2)OCO4)n1 the results were aGlu spleen mod 6%, GLA spleen mod 24%, GAA glycogen 1%, GAA inhib -8%, HTT ATP protect -22%[0.074 µM], Tau fibril FP 1%, Tau ThT inhib 4% and Tau fluor cs 1%.
Cc1cccc(OCCCC(=O)Nc2nccs2)c1C was read as aGlu spleen mod 0%, GLA spleen mod 5%, GAA glycogen -5%, HTT ATP protect 5%[10 µM], Tau fibril FP -2% and Tau fluor cs 7%.
Screening COc1ccc(OC)c(Nc2ncnc3c2nc2n3CCCC2)c1 returned GAA glycogen 15%[76.3 µM], Tau fibril FP -2%, Tau ThT inhib 10% and Tau fluor cs 9%.
For O=C1c2ccccc2C(=O)C1(c1ccccc1)N1CCN(c2cccc(Cl)c2)CC1 the results were GAA glycogen -12%[76.3 µM], Tau fibril FP -13%, Tau ThT inhib -5% and Tau fluor cs -21%.
COc1cc(C(=O)NCCc2c[nH]c3ccccc23)ccc1OCc1c(C)noc1C was read as aGlu spleen mod -10%, GLA spleen mod -2%, GAA glycogen -4%, GAA inhib -7%[15.4 µM], HTT ATP protect -29%, Tau fibril FP inconclusive, Tau ThT inhib inconclusive and Tau fluor cs inconclusive.
For COC(=O)CCc1c(C)nn(-c2ccccc2)c1C the results were aGlu spleen mod -1%, GLA spleen mod -11%, GAA glycogen 8%, GAA inhib -1%, HTT ATP protect -1%[0.074 µM], Tau fibril FP 1%, Tau ThT inhib -9% and Tau fluor cs -9%.
C=CSc1sc(Cl)c(N(CC)CC)c1[N+](=O)[O-] was read as aGlu spleen mod -2%, GLA spleen mod 3%, GAA glycogen 3%, GAA inhib 7%, Tau fibril FP -11%, Tau ThT inhib inconclusive and Tau fluor cs -4%.
Screening O=C(O)c1cc(NCc2ccccc2C(F)(F)F)ccc1N1CCOCC1 returned aGlu spleen mod -2%, GLA spleen mod -5%, GAA glycogen inconclusive, GAA inhib -5%, HTT ATP protect -8%, Tau fibril FP 4%, Tau ThT inhib -14% and Tau fluor cs -3%.
`O=C(NCCc1ccccc1)/C(=C/c1ccco1)c1ccccc1` gave aGlu spleen mod -5%, GLA spleen mod -17%, GAA glycogen 8%, GAA inhib -10%, HTT ATP protect -9%[10 µM], Tau fibril FP -5%, Tau ThT inhib inconclusive and Tau fluor cs -11%.
Screening CCOC(=O)c1nc(S(C)(=O)=O)ncc1Cl returned aGlu spleen mod -12%, GLA spleen mod -6%, GAA glycogen 1%, GAA inhib 0%, HTT ATP protect -102%[inhibitor], Tau fibril FP -6%, Tau ThT inhib inconclusive and Tau fluor cs -3%.
Screening O=C(CSc1nc2ccccc2o1)N1c2ccccc2Sc2ccccc21 returned aGlu spleen mod -8%, GLA spleen mod -2%, GAA glycogen 2%, GAA inhib 4%, HTT ATP protect -11%[10 µM], Tau fibril FP 6%, Tau ThT inhib -9% and Tau fluor cs -24%.
For C=C(C)Cn1c(SCC(=O)Nc2cc(C)ccc2C)nc2sc3c(c2c1=O)CCCC3 the results were GAA glycogen -6%[76.3 µM], Tau fibril FP 3%, Tau ThT inhib -19% and Tau fluor cs -6%.
`Cc1c(C(=O)O)cccc1N1C(=O)Nc2ccccc2N1O` gave aGlu spleen mod -1%, GLA spleen mod -18%, GAA glycogen -2%, GAA inhib 2%, HTT ATP protect -2%[10 µM], Tau fibril FP 7%, Tau ThT inhib 4% and Tau fluor cs 1%.
For Nc1nc(SCC(=O)N2CCc3ccccc32)[nH]c(=O)c1-c1ccccc1 the results were aGlu spleen mod -4%, GLA spleen mod 3%, GAA glycogen 3%, GAA inhib -2%, HTT ATP protect inconclusive, Tau fibril FP -4%, Tau ThT inhib -12% and Tau fluor cs -3%.
Screening O=C(CN1CCCc2ccccc21)NC(=O)NC1CCCCC1 returned GLA spleen mod -12%, GAA glycogen 7%, GAA inhib -11%, HTT ATP protect -34%, Tau fibril FP -7%, Tau ThT inhib -14% and Tau fluor cs -22%.
Screening CCCCc1n[nH]c(=S)n1Cc1ccccc1 returned aGlu spleen mod 2%, GLA spleen mod 2%, GAA glycogen 10%, GAA inhib 0%, HTT ATP protect -29%, Tau fibril FP -3%, Tau ThT inhib -1% and Tau fluor cs -3%.

Compounds from the list above containing a COOH group, in the order listed:
Screening O=C(O)c1cc(NCc2ccccc2C(F)(F)F)ccc1N1CCOCC1 returned aGlu spleen mod -2%, GLA spleen mod -5%, GAA glycogen inconclusive, GAA inhib -5%, HTT ATP protect -8%, Tau fibril FP 4%, Tau ThT inhib -14% and Tau fluor cs -3%.
`Cc1c(C(=O)O)cccc1N1C(=O)Nc2ccccc2N1O` gave aGlu spleen mod -1%, GLA spleen mod -18%, GAA glycogen -2%, GAA inhib 2%, HTT ATP protect -2%[10 µM], Tau fibril FP 7%, Tau ThT inhib 4% and Tau fluor cs 1%.
